# GPR55 antagonists: GPR55 antagonists blocking LPI-driven arrestin recruitment, primary screen, imaging, U2OS, beta-arrestin-GFP, LPI agonist (AID 2013); inhibition, % at 10 µM, or IC50 in µM where a hit was titrated; U2OS GPR55 beta-arrestin-GFP translocation imaging, LPI antagonism; higher % means a stronger effect; 290,000 tested, 0.13% active;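 active means spots per cell inhibited over 60%, with over 100 cells counted and total cytoplasm intensity under 500,000; inconclusive means wells with under 100 cells, flagged as likely toxic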;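 further: U2OS cells stably carrying GPR55 and arrestin-GFP stimulated by 5 µM LPI near EC80; imaged beta-arrestin-GFP aggregate spots per cell after agonist stimulation; plate controls were LPI-stimulated DMSO wells for no effect and DMSO wells without LPI for full effect; some results filed as inactive read as strong as hits; confirmed hits need IC50 under 10 µM and bright autofluorescent wells are also inconclusive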
# GPR35 arrestin U2OS: GPR35 antagonists blocking zaprinast-driven arrestin recruitment, primary screen, imaging, U2OS, beta-arrestin-GFP, zaprinast agonist (AID 2058). U2OS GPR35 beta-arrestin-GFP translocation imaging, zaprinast antagonism; higher % means a stronger effect. inhibition, % at 10 µM; hits with a dose series show IC50 in µM. 290,000 tested, 0.052% active;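 active means inhibition of at least 50% with at least 30 cells and total cytoplasm GFP at most 10,000,000; inconclusive means under 30 cells or total GFP of 10,000,000 plus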
# HEK293 NOD2/NF-kB: inhibition of NOD2-driven NF-kB reporter – cell-based, luminescence, uHTS, HEK293 (AID 1566); inhibition, % at 4 µM; hits with a dose series show EC50 in µM; HEK293 NOD2/NF-kB luciferase reporter, luminescence; higher % means a stronger effect; 290,000 tested, 0.63% active; further: many of its hits are not listed in these tables
# KOR beta-arrestin-1: kappa opioid receptor activators – cell-based, luminescence, uHTS, primary screen (AID 1777); KOR beta-arrestin recruitment, luminescence; higher % means a stronger effect; activation, % at 10 µM; hits with a dose series show EC50 in µM; 280,000 tested, 0.02% active; in the data active means activation above about 50%, passing the limit was not always enough; further: a part of the inactive calls stands beside numbers as strong as those of hits
# GPR55 beta-arrestin: GPR55 agonists via beta-arrestin recruitment, primary screen, imaging, U2OS cells, beta-arrestin-GFP redistribution (AID 1961). U2OS GPR55 beta-arrestin-GFP redistribution imaging; higher % means a stronger effect. one-dose activation, % at 10 µM; EC50 in µM for titrated hits. 290,000 tested, 0.048% active;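 active means activation above 40% with more than 50 cells counted in the well; inconclusive means wells holding fewer than 50 cells, flagged as toxic or sparse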;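 further: U2OS osteosarcoma cells stably expressing GPR55 and beta-arrestin-GFP; plate controls were DMSO negative control for no effect and LPI positive control for full effect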
# HIV fusion peptide: cell-free HIV fusion peptide-binding blockers – biochemical, uHTS, fluorescence dequenching, primary screen (AID 1986) | cell-free peptide binding, fluorescence dequenching, 30 min; higher % means a stronger effect | inhibition, % at 20 µM; hits with a dose series show IC50 in µM | 290,000 tested, 0.3% active; in the data active means inhibition mostly above about 52%, no sharp cut-off; inactive means mostly below about 76%; further: some results filed as inactive read as strong as hits
# Myeloid diff MLP: myeloid differentiation induction; ER-HoxA9 myeloid progenitors, lysozyme-GFP differentiation, flow cytometry; calls only at 10 µM; 360,000 tested, 1% active;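 active means normalized GFP-positive differentiation at or above the plate's own cutoff, the solvent-only control mean plus 3 SD; inconclusive means no clear call, values can overlap the other calls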;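 further: cells exposed to compound for four days before flow analysis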
# NOD1 NF-kB reporter: inhibition of NOD1-driven NF-kB reporter – cell-based, luminescence, uHTS, primary screen (AID 1578); 290,000 tested, 1% active; inhibition, % at 4 µM; hits with a dose series show EC50 in µM; NOD1-driven NF-kB luciferase reporter cells, luminescence; higher % means a stronger effect; in the data active means inhibition mostly above about 36%, no sharp cut-off; inactive means mostly below about 34%;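 further: HEK-293T reporter cells stimulated with the NOD1 agonist gamma-tri-DAP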
# KOR beta-arrestin-2: kappa opioid receptor blockers – cell-based, luminescence, uHTS (AID 1778). KOR beta-arrestin recruitment, luminescence, antagonist mode; higher % means a stronger effect. one-dose inhibition, % at 10 µM; IC50 in µM for titrated hits. 290,000 tested, 0.091% active; further: strong numbers were not always called active
# Myeloid diff MLP GFP+ MAC1+ %: second read-out of Myeloid diff MLP, no call of its own (marks repeat the call); GFP+ MAC1+ double positive, %; measured here: differentiation confirmed by MAC1 staining
# Numbers without * were called inactive; i = inactive; u = inconclusive; x = not tested or not shown; + = active, no number; & = joins results of further samples; [ ] = remark or other dose. Unless noted, no stated cut-off is given here; in the data, active means inhibition above about 50%; inactive means the rest. This is a subset (hit frequency here may not be typical).
SMILES,GPR55 antagonists,GPR35 arrestin U2OS,HEK293 NOD2/NF-kB,KOR beta-arrestin-1,GPR55 beta-arrestin,HIV fusion peptide,Myeloid diff MLP,Myeloid diff MLP GFP+ MAC1+ %,NOD1 NF-kB reporter,KOR beta-arrestin-2
COC(=O)c1ccc(COC(=O)CCC(=O)c2cccs2)cc1,3.7%,1.7%,-17.5%,-1.6%,-0.2%,0.0%,i,0.5,-53.1%,2.9%
CCCn1nc(Oc2nc(NC(C)C)nc(N(C)C)n2)ccc1=O,2.3%,-4.9%,9.1%,x,-0.1%,0.7%,i,0.1,-42.7%,-17.2%[20 µM]
O/N=C/c1cccn1-c1ccc(O)cc1,7.4%,20.1%,2.1%,-1.0%,0.1%,-0.3%,i,1.4,31.6%,-8.9%
COc1ccccc1CNC(=O)C(=O)NCC1OCCN1S(=O)(=O)c1ccc2c(c1)OCCO2 (centres undefined),16.7%,-11.5%,13.4%,-2.9%,0.2%,-0.5%,i,3.1,-15.5%,-6.3%
O=C(Nc1cccc2ccccc12)c1ccccc1NS(=O)(=O)c1cccc2cccnc12,2.8%,-9.5%,21.5%,7.0%,0.2%,7.2%,i,0.5,23.2%,10.4%
CSc1nnc(-c2sc(-c3ccccc3)nc2C)n1C,8.3%,-1.8%,-4.1%,-0.6%,0.3%,-4.2%,i,0.8,12.4%,2.0%
CSc1ccccc1C(=O)N1CCC(CCC(=O)NC2CC2)CC1,12.1%,1.3%,-2.5%,5.2%,-0.1%,2.4%,i,3.8,-14.3%,-6.7%
O=C(Nc1cccc(Br)c1)c1cc(=O)c2ccccc2o1,2.1%,7.4%,13.9%,-4.9%,-0.1%,-2.1%,i,0.0,-12.9%,-11.0%
CCCNC(=O)Nc1ccc2c(c1)N(C)C(=O)c1ccccc1S2,8.4%,2.2%,8.6%,-1.0%,-0.1%,-2.8%,i,3.0,-9.8%,-23.3%
O=C(Nc1ncc(Cc2cccc([N+](=O)[O-])c2)s1)c1ccco1,6.6%,11.9%,-75.2%,x,-0.1%,-0.7%,i,0.3,-28.7%,-19.8%[20 µM]
O=C1NCC(O)=C1C=NC12CC3CC(CC(C3)C1)C2,4.7%&11.9%,-4.9%&-0.7%,-3.5%&8.3%,-1.5%&2.5%,-0.1%&-0.1%,-0.6%&0.4%,i,2.8&7.5,-11.8%&-14.4%,24.4%&-48.1%
CCOC(=O)C1CCN(C(=O)c2cc(COc3ccc(F)cc3F)on2)CC1,-2.2%,-13.5%,-51.2%,0.0%,-0.2%,-1.2%,i,0.6,-71.0%,33.5%
CC(C(=O)Nc1ccccc1-c1ccccc1)N1CCN(Cc2ccccc2)CC1 (centres undefined),-10.7%,2.2%,23.7%,4.2%,0.0%,-0.5%,i,0.8,-3.3%,4.7%
CS(=O)(=O)N(CC(=O)Nc1cccc(F)c1)Cc1ccccc1,8.9%,1.0%,1.1%,-3.5%,-0.1%,2.6%,i,6.0,-23.2%,17.9%
Cc1ccc(-c2n[nH]c(=S)n2/N=C/c2ccc(C)s2)cc1,-5.4%,-1.5%,12.0%,0.1%,-0.1%,-1.4%,i,0.9,18.2%,10.8%
COc1ccccc1/C=N/OCc1cc(C(C)=O)ccc1OC,-6.0%,4.8%,1.0%,0.9%,0.0%,0.2%,i,0.6,-9.3%,-38.5%
CCCc1cc(=O)[nH]c(SCc2csc(-c3ccccc3)n2)n1,-2.2%,9.3%,11.0%,4.2%,-0.2%,-0.7%,i,0.4,-14.4%,-29.9%
Nc1ncc(-c2cc3ccccc3oc2=O)s1,7.9%,-13.1%,-63.1%,-0.9%,-0.1%,-1.3%,i,0.6,-62.6%,-59.2%
CCc1ccc(NC(=O)CCn2ccnc2C)cc1,19.0%,-3.9%,22.0%,7.7%,-0.1%,1.4%,i,0.4,15.8%,-31.8%
COc1ccc(C)cc1S(=O)(=O)N(CC(=O)NCc1ccco1)c1ccc(C)cc1,3.7%,-2.3%,-3.9%,6.5%,-0.1%,1.7%,i,0.3,-17.0%,-4.0%
N#Cc1nc(/C=C/c2ccccc2)oc1NCCCN1CCOCC1,-5.5%,2.2%,12.2%,0.6%,-0.3%,-0.5%,i,0.3,-8.3%,10.2%
O=C(O)c1ccc(Nc2nc(-c3cccnc3)cs2)cc1,-4.1%,-4.9%,-18.6%,-6.9%,0.0%,-1.3%,i,0.8,-4.6%,-1.0%
Cn1c(SCCCC(=O)c2ccc(F)cc2)nnc1-c1ccncc1,-5.7%,-0.7%,2.4%,5.1%,0.3%,0.2%,i,0.4,44.4%,-30.8%
O=C(CN1C(=O)C2C3CCC(C3)C2C1=O)Oc1ccc2ccccc2c1 (centres undefined),2.1%,12.0%,15.1%,-1.6%,-0.1%,0.3%,i,0.3,-15.9%,27.7%
COc1ccc(S(=O)(=O)Nc2ccc3c(c2)n(C)c(=O)n3C)cc1C,-0.6%,-9.4%,10.7%,-0.3%,u,0.6%,i,0.5,-5.3%,-23.4%
O=C(Nc1cccc2c1CCCC2)c1cc([N+](=O)[O-])cc([N+](=O)[O-])c1,2.6%,21.7%,9.5%,6.0%,-0.3%,-2.5%,i,0.1,3.8%,-11.2%
CCOc1cc(/C=C2/SC(=S)NC2=O)ccc1OC(=O)c1ccco1,-10.0%,0.4%,-87.3%,-0.7%,0.3%,77.4%,i,1.3,-44.4%,-28.2%
CCN(CC)CCn1c(N)c(S(=O)(=O)c2ccccc2)c2nc3ccccc3nc21,-6.6%,-0.3%,5.3%,-2.9%,-0.2%,-0.1%,i,0.1,-7.0%,32.3%
C/C(=N\Nc1nc(C)cc(-c2ccccc2)n1)c1ccc(O)cc1,-3.0%,9.1%,7.7%,-8.6%,-0.3%,-1.0%,i,0.7,-32.0%,-15.8%[20 µM]
COc1cc(C(=O)NC2CC(C)(C)NC(C)(C)C2)cc(OC)c1OC,4.4%,-6.4%,14.6%,1.6%,0.6%,-1.0%,i,0.3,-31.3%,-16.9%
O=C1C(Cl)=C(Nc2cccc(O)c2)C(=O)N1Cc1ccccc1,-3.3%,-13.3%,-16.5%,-4.7%,-0.3%,-1.1%,i,0.4,-30.5%,0.4%
O=C(Nc1ccc(NC(=O)c2cccs2)cn1)c1ccccc1,-12.6%,-9.1%,-106.7%,0.2%,-0.5%,0.6%,i,0.2,-42.1%,8.9%
CCCC12CN3CC(C)(CN(C1)C3c1ccc3c(c1)OCO3)C2=O (centres undefined),-3.7%,-7.5%,-5.2%,5.2%,-0.1%,-1.7%,i,0.6,-23.7%,-31.9%
CCN(CC)c1ccc(NC(=O)Nc2ccc(C(C)=O)cc2)cc1,10.4%,7.5%,18.7%,-2.5%,-0.3%,-3.3%,i,0.4,1.4%,30.7%
CCc1nnc(NC(=O)C2CC(=O)N(C3CCCCC3)C2)s1 (centres undefined),11.5%,2.1%,2.2%,3.9%,-0.1%,-0.5%,x,x,-20.7%,-1.0%
CC(C)(C)c1ccc(OCCC(=O)NCCc2ccc(S(N)(=O)=O)cc2)cc1,8.8%,0.929µM*,-2.1%,-0.3%,0.0%,-0.6%,i,8.2,-29.0%,13.5%
Cc1ccc(S(=O)(=O)NC(C(=O)Oc2cc3oc(=O)cc(C)c3cc2Cl)C(C)C)cc1 (centres undefined),0.1%,-4.1%,-1.8%,-1.1%,0.2%,1.1%,i,0.4,-1.1%,7.4%
Cc1ccc(NC(=O)c2ccoc2C)cc1C,7.3%,-9.7%,-76.5%,-2.0%,-0.2%,1.0%,i,0.6,112.3%*,-19.7%
CCOc1ccc(NS(=O)(=O)c2ccc(OC)c(NC(=O)c3ccc4c(c3)OCCO4)c2)cc1,3.1%,-7.4%,2.8%,0.3%,-0.3%,0.6%,i,1.9,-14.6%,-1.4%
Fc1ccc(C2CC(c3ccc(F)cc3)n3ncnc3N2)cc1 (centres undefined),-3.1%,-12.3%,9.0%,-5.5%,-0.1%,3.1%,i,0.6,-3.0%,-13.7%
CC(C)(C)C(=O)NC(=S)NNC(=O)c1ccc(-c2ccccc2)cc1,34.2%,-4.6%,25.6%,-8.6%,-0.2%,17.8%,+,1.0*,-43.2%,-23.4%
O=C(CN(Cc1ccccc1F)C(=O)c1ccco1)NCc1ccc(F)cc1,14.1%,4.7%,-7.8%,5.0%,0.3%,-0.4%,i,0.8,-6.2%,6.1%
O=C(Nc1ccc(Cl)c(Cl)c1)Nc1ccccc1O,19.4%,-4.5%,-133.2%,1.0%,0.2%,6.0%,i,0.8,4.5%,1.5%
O=C(Nc1ccc(S(=O)(=O)Nc2ncccn2)cc1)c1ccccc1Cl,3.5%,12.7%,-11.9%,-2.3%,-0.1%,0.9%,i,0.4,-33.1%,11.0%
c1ccc(OCCCc2nc(-c3cccnc3)no2)cc1,8.7%,11.0%,-4.0%,-1.3%,-0.1%,-0.8%,i,0.3,3.1%,4.7%
CCOC(=O)c1ccc(NC(=O)CSc2nnc(Cn3c(=O)sc4ccccc43)n2C)cc1,1.5%,-6.7%,0.1%,-2.5%,-0.1%,-1.5%,i,1.5,-17.7%,5.0%
Cc1ccc(S(=O)(=O)N2CCN(C(=O)CN3CCCC3)C2)cc1,7.5%,12.6%,5.8%,-2.7%,0.0%,-0.5%,i,0.5,-8.9%,30.7%
Cc1ccc(S(=O)(=O)N2CCN(C(=O)CC(C)n3nc(C)c(Cl)c3C)CC2)cc1C (centres undefined),-16.1%,-14.9%,-0.5%,4.6%,-0.2%,2.2%,i,1.3,-30.2%,-34.7%
CC(CN1CCCCC1)OC(=O)COc1ccc(Br)cc1 (centres undefined),12.4%,1.2%,-2.5%,-2.7%,0.6%,-0.8%,i,0.1,-25.5%,10.8%
COC(=O)c1[nH]c2c(c1C)C(=O)CC(c1ccc(OC)cc1)C2 (centres undefined),11.1%,4.6%,3.6%,-0.7%,0.0%,-0.1%,i,0.4,3.2%,15.5%
COC(=O)CSc1nc(C)c(C(=O)Nc2ccccc2C)c(-c2ccc(Cl)cc2)c1C#N,-14.2%,-9.9%,-30.9%,8.7%,0.8%,14.1%,i,1.0,-15.4%,29.1%
O=c1c(-n2cncn2)c[nH]n1-c1cccc(Cl)n1,-1.2%,16.1%,11.1%,-5.8%,-0.3%,-1.9%,i,0.2,-15.4%,-2.5%
COc1ccc(N(CC(=O)Nc2ccc(C(N)=O)cc2)S(=O)(=O)c2ccc(C)c([N+](=O)[O-])c2)cc1,2.8%,-6.0%,-4.2%,-0.5%,0.2%,0.8%,i,0.5,-44.9%,24.2%[20 µM]

# Compound activity: PubChem, several laboratories
